PLC-gamma1 inh: inhibitors of human phospholipase C gamma1; P19174; AID 720700; inhibition, % at 12.2 µM; purified PLC-gamma1, fluorogenic substrate, fluorescence; actives 0.84% (n = 370,000); in the data active = inhibition above about 9.5%
ADAM17 inh: ADAM17 inhibition, QFRET primary screen | P78536 | recombinant ADAM17, EDANS/DABCYL FRET peptide cleavage | inhibition, % at 6.95 µM | actives 0.83% (n = 370,000);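 active = inhibition above the mean of compounds lying between control limits plus 3 SD, set per campaign, cut at about 8.5% in these data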;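 also: 0% = DMSO-only wells as the low control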
Target sequence (P78536 215-824 limits assumed): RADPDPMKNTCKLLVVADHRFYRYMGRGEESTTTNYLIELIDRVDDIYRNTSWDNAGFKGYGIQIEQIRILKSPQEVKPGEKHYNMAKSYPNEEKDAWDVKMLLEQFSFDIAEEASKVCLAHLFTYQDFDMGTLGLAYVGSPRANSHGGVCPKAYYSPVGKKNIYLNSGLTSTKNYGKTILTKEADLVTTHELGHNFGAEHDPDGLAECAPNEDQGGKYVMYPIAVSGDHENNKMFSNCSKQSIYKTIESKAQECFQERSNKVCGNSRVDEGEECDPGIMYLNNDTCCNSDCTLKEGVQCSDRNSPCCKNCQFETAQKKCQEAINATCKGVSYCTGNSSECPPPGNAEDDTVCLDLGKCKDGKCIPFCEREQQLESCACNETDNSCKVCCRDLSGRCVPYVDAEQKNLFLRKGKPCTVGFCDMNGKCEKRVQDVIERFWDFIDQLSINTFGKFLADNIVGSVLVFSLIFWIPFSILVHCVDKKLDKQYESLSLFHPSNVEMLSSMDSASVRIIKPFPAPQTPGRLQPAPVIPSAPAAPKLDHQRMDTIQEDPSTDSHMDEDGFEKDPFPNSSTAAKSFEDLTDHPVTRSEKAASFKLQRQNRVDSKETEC
Tn7 DDE FP: disrupts Tn7 cyclic peptide binding to fibrin D-Dimer-E complex. FP displacement of FITC-Tn7 peptide from fibrin DD(E); 0% = median of compound wells per plate. inhibition, % at 8.3 µM. actives 0.13% (n = 370,000). AID 720508;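 active = inhibition above the mean of compounds falling within the control limits plus 3 SD of them, cut at about 14% in these data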;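 also: 0% = plate median of compound wells and 100% = 10 µM Aha-Tn7 peptide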
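Test system: human clot-derived fibrin DD(E) complex / Quantity: 2 µM final DD(E) protein / Incubation: 10 min plus 3 h, room temperature / Measured by: fluorescence polarization / Benchmarks: high control of 10 µM Aha-Tn7 peptide / Replicates: singlicate testing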
Tn6 DDE FP: inhibitors of Tn6 peptide binding to human fibrin DD(E); Fibrin DD(E) TRITC-Tn6 fluorescence polarization displacement; inhibition, % at 8.3 µM; actives 0.21% (n = 370,000);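 active = inhibition above a per-campaign cutoff: mean of compounds within control limits plus 3 SD, cut at about 15% in these data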;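 also: 0% = median of all compound wells on the plate and 100% = blocking peptide control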
UHRF1 MBD2 ctr: human UHRF1 methylated DNA binding inhibitors; actives 0.75% (n = 370,000); inhibition, % at 4.4 µM; Q96T88; AID 687016; UHRF1 binding to methylated oligo, TR-FRET; in the data active = inhibition above about 21%;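 also: UHRF1 SRA domain binding a hemimethylated CpG hairpin DNA probe; 0% = median of test compound wells and 100% = reference inhibitor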
PLC-beta3 inh: blocks human PLC-beta3 enzyme activity; AID 720704; Purified PLC-beta3, fluorogenic substrate, fluorescence; Q01970; inhibition, % at 12.2 µM; actives 0.18% (n = 370,000); in the data active = inhibition above about 11%;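 also: 0% = median of compound wells on plate and 100% = full blocker control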
proKLK7 act: activates the human kallikrein-7 zymogen. P49862. purified proKLK7, EDANS-DABCYL substrate fluorescence; 100% is mature enzyme control, 0% vehicle. activation, % at 7 µM. actives 0.9% (n = 370,000);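 active = activation above the mean of all tested compounds plus 3 SD, computed per campaign excluding outliers beyond control limits, cut at about 13% in these data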
Target sequence (P49862 whole entry, looked up): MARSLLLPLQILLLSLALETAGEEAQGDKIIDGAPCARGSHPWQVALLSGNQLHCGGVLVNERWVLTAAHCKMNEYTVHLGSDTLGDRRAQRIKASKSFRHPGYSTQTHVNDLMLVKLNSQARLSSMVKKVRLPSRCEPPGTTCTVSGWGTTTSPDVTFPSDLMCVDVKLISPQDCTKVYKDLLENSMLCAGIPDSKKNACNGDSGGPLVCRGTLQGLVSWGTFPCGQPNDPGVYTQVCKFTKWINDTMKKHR
ARFGAP1 inh: rat ARFGAP1 inhibition | Q62848 | Arfgap1-stimulated ARF1 GTP hydrolysis, GDP FP detection | inhibition, % at 16.5 µM | actives 0.26% (n = 360,000) | AID 651572;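 active = inhibition above a per-plate limit, mean inhibition of low control wells plus 3 SD, cut at about 25% in these data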;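 also: 0% = DMSO wells with enzyme and 100% = wells lacking Arfgap1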
Target sequence (Q62848 1-136 limits assumed): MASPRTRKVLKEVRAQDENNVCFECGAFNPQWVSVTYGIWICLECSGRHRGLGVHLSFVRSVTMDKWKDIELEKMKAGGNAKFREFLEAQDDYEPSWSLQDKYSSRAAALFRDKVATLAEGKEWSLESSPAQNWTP
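Material: rat Arfgap1 GAP domain (His6, aa 1-136), purified enzyme. Also added: human ARF1(Δ1-17)-GTP substrate. Compound dosing: 16.5 µM single point, 1.26% DMSO. Timing: enzyme reaction 120 min at 25 °C after 20 min preincubation. Signal: GDP detection by fluorescence polarization. Read-out basis: percent inhibition of GAP-stimulated GDP formation, scaled between DMSO and no-Arfgap1 medians.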
MBD2 inh: inhibitors of human MBD2 binding to methylated oligonucleotide. Q9UBB5. TR-FRET. inhibition, % at 4.4 µM. actives 0.31% (n = 370,000). AID 686964; in the data active = inhibition above about 13%
ASAP1 inh: ASAP1 ArfGAP inhibition; inhibition, % at 16.5 µM; actives 0.19% (n = 360,000); ASAP1-stimulated ARF1 GTP hydrolysis, GDP FP detection; AID 624377; in the data active = inhibition above about 25%;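 also: 0% = vehicle with enzyme and substrate and 100% = no enzyme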
* hit, by the source's call; i = inactive. A portion of the library; count on the stated rates, not on these rows.

Start of the data: the first 5 entries, ahead of the listing:
SMILES | PLC-gamma1 inh | ADAM17 inh | Tn7 DDE FP | Tn6 DDE FP | UHRF1 MBD2 ctr | PLC-beta3 inh | proKLK7 act | ARFGAP1 inh | MBD2 inh | ASAP1 inh
CCN(CC)CCCN=C(C)c1c(O)n(C2CCCCC2)c(=O)[nH]c1=O | 0 | -7 | -1 | 2 | 3 | -3 | 0.1 | 4 | -4 | -6
N=C1SCC(=O)N1Cc1ccccc1 | 6 | -2 | 7 | -6 | 3 | 0 | 0.7 | -2 | 8 | 13
CNC(=O)Nc1ccc(C(=O)N/N=C\C23CC[C@@H](O)CC2(O)CC[C@@H]2[C@@H]3CCC3(C)C(C4=CC(=O)OC4)CCC23O)cc1 (some centres not stated) | 1 | 0 | -6 | -2 | -2 | -1 | 0.0 | 7 | 4 | 15
C=CCN1C(=O)/C(=C\c2ccc(N3CCOCC3)o2)C(=O)NC1=S | -7 | 2 | -1 | -14 | -3 | -14 | -0.2 | 2 | -9 | -14
CN(C)c1ccc([N+](=O)[O-])c([N+](=O)[O-])c1 | 3 | 1 | 2 | 7 | -10 | 1 | 0.0 | 4 | -4 | 13

All compounds of this part (from the top)
SMILES | PLC-gamma1 inh | ADAM17 inh | Tn7 DDE FP | Tn6 DDE FP | UHRF1 MBD2 ctr | PLC-beta3 inh | proKLK7 act | ARFGAP1 inh | MBD2 inh | ASAP1 inh
CCN(CC)CCCN=C(C)c1c(O)n(C2CCCCC2)c(=O)[nH]c1=O | 0 | -7 | -1 | 2 | 3 | -3 | 0.1 | 4 | -4 | -6
N=C1SCC(=O)N1Cc1ccccc1 | 6 | -2 | 7 | -6 | 3 | 0 | 0.7 | -2 | 8 | 13
CNC(=O)Nc1ccc(C(=O)N/N=C\C23CC[C@@H](O)CC2(O)CC[C@@H]2[C@@H]3CCC3(C)C(C4=CC(=O)OC4)CCC23O)cc1 (some centres not stated) | 1 | 0 | -6 | -2 | -2 | -1 | 0.0 | 7 | 4 | 15
C=CCN1C(=O)/C(=C\c2ccc(N3CCOCC3)o2)C(=O)NC1=S | -7 | 2 | -1 | -14 | -3 | -14 | -0.2 | 2 | -9 | -14
CN(C)c1ccc([N+](=O)[O-])c([N+](=O)[O-])c1 | 3 | 1 | 2 | 7 | -10 | 1 | 0.0 | 4 | -4 | 13
CCOC(=O)c1cc(C)n(CCc2cnc[nH]2)c1C | 0 | 2 | 0 | -9 | 2 | 4 | 0.6 | -14 | -2 | 19
c1ccc(N2C3C4CC(C5CCCC54)C32)cc1 (configuration not stated) | 0 | -2 | -5 | -5 | -2 | 2 | 1.0 | -6 | -2 | -15
C[C@]12CC[C@@H](O)CC1=CCC1C2CC[C@@]2(C)C1C[C@@H](F)[C@H]2O (some centres not stated) | 0 | -1 | 0 | -2 | 4 | 2 | 0.3 | 3 | 1 | -8
CCOP(=S)(OCC)Oc1cc(C)oc(=O)c1 | 3 | -3 | -2 | -1 | 1 | 2 | 1.6 | 3 | 0 | -3
COc1ccc(CC(=O)Nc2ccc3c(C(F)(F)F)cc(=O)oc3c2)cc1OC | -13 | -6 | 1 | -5 | -4 | -15 | -3.1 | -17 | 0 | 5
Cc1cc(C)cc(N2C(=O)NC(=O)/C(=C/c3cccn3-c3ccc(Cl)cc3)C2=O)c1 | 0 | 0 | -7 | -7 | -1 | -4 | 0.2 | -15 | -4 | -9
COc1ccc(NC(=O)C2C3CCC(O3)C2C(=O)O)c(OC)c1 (configuration not stated) | 1 | 0 | -1 | -7 | -6 | -7 | 0.1 | -1 | -5 | -2
O=C1NC(=O)N(Cc2ccc(F)cc2)C(=O)/C1=C\c1ccc([N+](=O)[O-])s1 | -53 | -7 | 3 | -7 | -3 | -67 | 1.2 | -25 | 2 | 0
Cc1nn(Cc2ccccc2)c(Cl)c1C(=O)O | 0 | 0 | 2 | -1 | -1 | 4 | 0.6 | -3 | -6 | 5
CC(C)[N+]12CCC(CC1)C(C(O)(c1ccccc1)c1ccccc1)C2 (configuration not stated) | -1 | -2 | -4 | -8 | 1 | 0 | -0.4 | 4 | 1 | -3
Cc1cc(C)n2nc(SCC(=O)N3CCC4(CC3)OCCO4)nc2n1 | 6 | 4 | 7 | -2 | -6 | 5 | -0.6 | 4 | -3 | -3
COc1ccc2c(c1OC)C(=O)OC2c1c(O)n(Cc2ccc(F)cc2)c(=O)[nH]c1=O (configuration not stated) | -7 | -9 | 9 | -2 | -5 | -11 | -1.2 | 17 | -1 | -2
Oc1ccc(Cl)cc1Cc1ccccc1 | 5 | 8.7* | -7 | -3 | 4 | -9 | -0.4 | 3 | -4 | 16
Cc1cc(=O)oc2c(C)c(OCC(=O)N3CCC(C(=O)O)(c4ccccc4)CC3)ccc12 | -13 | -74 | 4 | 0 | 1 | -17 | 0.7 | 2 | 1 | 1
CCOP(=S)(NN(Cc1ccccc1)C(=O)c1ccccc1)OCC | 3 | 4 | -1 | 5 | 2 | 1 | 0.6 | -11 | -5 | 7
O=C1CN(O)C(c2ccccc2Cl)=c2cc(Br)ccc2=N1 | 1 | 0 | 2 | -3 | 2 | 4 | 0.1 | 10 | -1 | 2
CC(C)C(=O)NC(Oc1ccccc1Cl)C(Cl)(Cl)Cl (configuration not stated) | 2 | -2 | 11 | 8 | 1 | 1 | 0.5 | 5 | 1 | -4
C1=C(CCNCc2ccccc2)CCCC1 | 1 | -5 | -1 | 8 | 0 | 0 | 0.4 | -4 | -7 | -12
CCCCn1c(=O)c(C(=O)Nc2ccccc2S(N)(=O)=O)c(O)c2ccccc21 | -6 | -1 | -7 | 2 | 0 | -1 | -0.1 | -6 | -2 | -14
CC(OC(=O)c1cn(C)c2ccccc12)C(=O)N(C)c1ccccc1 (configuration not stated) | 1 | 2 | -10 | 8 | -1 | -6 | 0.7 | 5 | -1 | 7
Other compounds:
SMILES | PLC-gamma1 inh | ADAM17 inh | Tn7 DDE FP | Tn6 DDE FP | UHRF1 MBD2 ctr | PLC-beta3 inh | proKLK7 act | ARFGAP1 inh | MBD2 inh | ASAP1 inh
CSc1ncc(/C=C2/C(=O)NC(=O)N(C3CCCCC3)C2=O)cn1 | 3 | 1 | 2 | 4 | -7 | 5 | 0.1 | 5 | -6 | -6
CC(=O)Cc1ccc(OC(C)C)cc1 | -1 | -3 | 2 | 4 | 1 | -8 | 0.2 | -7 | -4 | -5
CCC12C=CCN3CCC4(c5cc(Br)c(OC)cc5N(C)C4C(O)(C(=O)OC)C1OC(C)=O)C32 (configuration not stated) | 1 | -1 | 3 | 4 | -3 | 3 | 0.8 | -9 | 0 | -7
CC1C(c2cccs2)=[N+]([O-])C(C)(C(=O)c2ccc(F)cc2)N1O (configuration not stated) | 0 | -2 | -10 | 7 | -1 | 0 | 0.1 | 18 | 0 | -16
CN(C/N=C(\N)N[N+](=O)[O-])S(=O)(=O)c1ccccc1 | -1 | -1 | -5 | 3 | -1 | 0 | -0.1 | -7 | 1 | -3
CC1CCCCN1Cc1c[nH]c2ccccc12 (configuration not stated) | -5 | -1 | 8 | 0 | 0 | -8 | -0.6 | 2 | -2 | 15
CN1CCCCC1c1ccc(-c2cccnc2)nc1 (configuration not stated) | 2 | -3 | 2 | 8 | 2 | 4 | -0.5 | 3 | 3 | 2
COc1ccc(C(=O)CC(c2ccc3c(c2)OCO3)c2c(O)c3ccccc3oc2=O)cc1OC (configuration not stated) | -9 | 2 | -7 | -2 | -3 | -11 | 0.2 | 1 | 3 | -3
O=C1CC(=O)N(Cc2ccccc2)C(=O)N1Cc1ccccc1 | -3 | 3 | -14 | -7 | 2 | -1 | 0.3 | 7 | -6 | 11
COc1ccc(-c2nc(CS(=O)CC(=O)N3CCC4(CC3)OCCO4)c(C)o2)cc1 (configuration not stated) | -1 | 0 | -11 | -2 | 0 | 0 | 0.7 | -10 | 3 | 14
O=C(C1CC(c2ccc(F)cc2)=NO1)N1CCC2(CC1)OCCO2 (configuration not stated) | -1 | -3 | 0 | 3 | -2 | 2 | 0.8 | 0 | 2 | -9
CC(=O)OC1(c2ccc(C)cc2)CN2CCC1c1ccccc12 (configuration not stated) | 1 | -1 | -4 | 1 | -1 | 2 | 0.5 | 9 | 4 | -14
Cc1cccc(CCNCc2cc3cccc(C)c3[nH]c2=O)c1 | -6 | -10 | 7 | -2 | -3 | -17 | -0.5 | 10 | 2 | 0
Cc1[nH]c2c(C(F)(F)F)cccc2c1CCN | -2 | 1 | -3 | -1 | 9 | -3 | -0.5 | -6 | 8 | 0
Cc1cc(N2CCNC[C@@H]2C)ccc1N1CC[C@@H](O)C1 | -4 | -2 | -5 | 4 | -3 | -2 | 0.9 | 3 | -5 | -2
C=Cn1ccnc1P(=S)(c1ccn(C)c1)c1nccn1C=C | 14* | 2 | -3 | -2 | 6 | 5 | 0.2 | -7 | 4 | 6
Clc1ccc(N2CCNCC2)nn1 | -3 | -2 | -1 | 11 | 17 | -2 | 1.0 | -9 | 5 | -4
Nc1c(C(=O)NCCc2ccccc2)c2nc3ccccc3nc2n1CCN1CCOCC1 | i | -199 | 11 | -3 | -1 | i | -19 | 2 | -1 | -3
O=CC(Cl)P(=O)(N1CCOCC1)N1CCOCC1 (configuration not stated) | -1 | -6 | 1 | 6 | -1 | -5 | 0.5 | 4 | 0 | 1
O=C1NC(=O)C(=Cc2coc3ccc(O)cc3c2=O)C(=O)N1 | -9 | -11 | 4 | 2 | -2 | -34 | -5.5 | 5 | 5 | 11
CC(=NCCN1CCOCC1)c1c(O)n(Cc2ccccc2)c(=O)[nH]c1=O | 1 | 0 | 2 | 3 | -1 | 3 | -0.2 | -3 | -4 | -6
CN1C(=O)C(=Cc2sc(=O)n(-c3ccccc3)c2N2CCCCC2)C(=O)N(C)C1=O | 1 | 2 | -7 | 1 | -1 | -6 | 0.2 | 0 | -4 | -8
CCCCCCN=C(C)c1c(O)n(Cc2ccccc2)c(=O)[nH]c1=O | 3 | 2 | 7 | 0 | -1 | 4 | 0.6 | 9 | -1 | 3
Cc1ccc(C)c(-n2c(C)nc3ccccc3c2=O)c1 | -2 | -6 | -2 | -2 | -2 | 0 | -0.2 | -1 | 0 | 4
CN1CCN(C(=O)COc2ccc(-c3nc4ccccc4s3)cc2)CC1 | -7 | -26 | 0 | 4 | -5 | -6 | -0.6 | 2 | -4 | -2
Cn1c(O)c(/C=N/NC(=O)c2ccncc2)c(=O)[nH]c1=S | -34 | -10 | -2 | -7 | -1 | -50 | -3.8 | 15 | -3 | -6
CNCC(C)c1ccccc1 (configuration not stated) | 1 | -1 | -4 | 2 | 1 | 1 | 0.2 | 8 | 1 | 6
N#CC1=C(N)Oc2cc(O)ccc2C1c1ccc2c(c1)OCO2 (configuration not stated) | 0 | -4 | -1 | 0 | 0 | -2 | 0.6 | -5 | -2 | -7
CN(C)/C=C(\C=[N+](C)C)c1[nH]ncc1[N+](=O)[O-] | 1 | -1 | -4 | -3 | -3 | 4 | 0.4 | 0 | 1 | 0
CC(=NCC1CCCO1)c1c(O)n(-c2ccc(C)cc2)c(=O)[nH]c1=O (configuration not stated) | 0 | -2 | 3 | 2 | 0 | 3 | -0.5 | -4 | 0 | 0

Limited to Tn6 DDE FP, for two of the compounds above:
| Molecule | Tn6 DDE FP |
| --- | --- |
| CCN(CC)CCCN=C(C)c1c(O)n(C2CCCCC2)c(=O)[nH]c1=O | 2 |
| C=CCN1C(=O)/C(=C\c2ccc(N3CCOCC3)o2)C(=O)NC1=S | -14 |

Compound activity as filed in PubChem BioAssay.
